Screening data: PubChem, Broad Institute
miR-122 sensor: miR-122 inhibition in Huh7 cells; Huh7 miR-122 Renilla luciferase sensor, 48 h; neutral wells = 0, positive control = 100; activation (reporter increase), % at 12.5 µM; actives 0.3% (n = 340,000);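 active = mean replicate activation score at least 90 and every replicate individually at or above 90; inconclusive = only one of the two criteria met; inactive = neither criterion met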;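 also: higher luciferase means less miR-122 activity so hits act as miR-122 inhibitors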
DENV2 CPE rescue: DENV2-induced cell death inhibition | DENV2-infected cells, cytopathic effect rescue, plate reader | CPE inhibition, % at 9.99 µM | actives 1.7% (n = 350,000); in the data active = CPE inhibition above about 20%, passing the limit was not always enough; inconclusive = no clear call, values can overlap the other calls; tested in BHK-21 cells;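 also: 0% = median of neutral control wells and 100% = median of positive control wells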
ERp5 block: blocks human ERp5 reductase activity on insulin. inhibition, % at 9.99 µM. AID 651711. actives 0.05% (n = 350,000). ERp5 insulin aggregation, absorbance 650 nm, 90 min;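 active = mean replicate inhibition above about 25%, with every replicate also reaching it, limit read from the data, passing the limit was not always enough; inconclusive = only one of those two criteria met; inactive = neither criterion met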
Target sequence (Q15084 whole entry, looked up): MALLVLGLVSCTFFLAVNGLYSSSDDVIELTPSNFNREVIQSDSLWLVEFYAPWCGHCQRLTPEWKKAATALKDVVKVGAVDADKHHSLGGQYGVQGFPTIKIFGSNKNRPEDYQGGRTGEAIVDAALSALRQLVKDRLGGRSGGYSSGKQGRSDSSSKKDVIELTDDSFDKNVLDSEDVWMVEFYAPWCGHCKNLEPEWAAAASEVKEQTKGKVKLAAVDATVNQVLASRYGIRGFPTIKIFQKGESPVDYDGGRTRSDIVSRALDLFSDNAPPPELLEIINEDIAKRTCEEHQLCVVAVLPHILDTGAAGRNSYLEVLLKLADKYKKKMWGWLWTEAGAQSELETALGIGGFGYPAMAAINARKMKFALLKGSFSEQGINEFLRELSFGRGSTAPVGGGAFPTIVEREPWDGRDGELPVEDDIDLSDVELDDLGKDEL
CFTR F508del cor: correctors of CFTR F508del function in bronchial epithelial cells | CFBE cells, YFP halide quenching; stimulated with forskolin plus potentiator P3; % fluorescence drop versus neutral controls | actives 0.36% (n = 350,000) | activity (quench increase), % at 7.58 µM;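 active = mean added fluorescence quench of at least 8% versus neutral control, with both replicates also reaching 8%; inconclusive = only one of the mean or replicate conditions met; inactive = mean below 8% and not both replicates reaching 8%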;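 also: cells transiently co-express mutant CFTR-F508del with the halide-sensitive YFP; corrector assay measuring rescue of mutant channel to the surface after 24 h compound exposure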
ERAP1 HTS inh: inhibitors of human ERAP1 aminopeptidase; Q9NZ08; recombinant ERAP1, Leu-AMC fluorescence, 60 min; inhibition, % at 10.7 µM; actives 0.15% (n = 340,000);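 active = mean replicate inhibition of at least 30%, or all replicates individually reaching that 30% level; inactive = mean below 30% and not every replicate reaching it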;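 also: 0% = neutral control wells and 100% = L-leucinethiol positive control wells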
SIRT5 block: sirtuin-5 (human) deacylase inhibition; actives 1.1% (n = 330,000); AID 652115; Purified SirT5, succinyl-peptide AMC, trypsin-coupled fluorescence; inhibition, % at 15 µM; Q9NXA8; in the data active = inhibition above about 15%; inconclusive = no clear call, values can overlap the other calls
Target sequence (Q9NXA8 whole entry, looked up): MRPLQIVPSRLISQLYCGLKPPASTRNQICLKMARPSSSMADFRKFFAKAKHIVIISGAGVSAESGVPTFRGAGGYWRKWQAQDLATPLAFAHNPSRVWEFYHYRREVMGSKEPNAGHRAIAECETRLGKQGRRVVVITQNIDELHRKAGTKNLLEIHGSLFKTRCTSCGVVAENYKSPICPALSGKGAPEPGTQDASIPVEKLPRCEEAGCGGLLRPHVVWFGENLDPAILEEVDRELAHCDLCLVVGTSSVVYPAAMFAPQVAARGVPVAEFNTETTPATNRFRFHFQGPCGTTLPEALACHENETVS
CASP6 VEID inh: inhibitors of human caspase-6. P55212. purified caspase-6, Z-VEID-R110 cleavage fluorescence. inhibition, % at 12.5 µM. actives 0.53% (n = 350,000);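 active = mean inhibition across replicates at least about 35%, with every replicate also reaching that limit, limit read from the data; inconclusive = only one of the two criteria met; inactive = neither criterion met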;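 also: 0% = median of neutral control wells and 100% = no fluorescence left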
Target sequence (P55212 24-179 limits assumed): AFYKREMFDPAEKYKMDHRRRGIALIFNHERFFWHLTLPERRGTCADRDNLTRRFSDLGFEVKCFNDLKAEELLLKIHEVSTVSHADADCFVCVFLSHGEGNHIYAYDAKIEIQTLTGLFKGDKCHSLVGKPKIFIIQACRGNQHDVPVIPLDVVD
Target sequence (P55212 194-293 limits assumed): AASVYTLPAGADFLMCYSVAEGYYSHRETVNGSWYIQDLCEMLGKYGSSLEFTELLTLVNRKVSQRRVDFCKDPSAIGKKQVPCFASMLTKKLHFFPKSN
* hit, by the source's call; ? = inconclusive; · = not tested or not shown; [ ] = remark or other dose.

| cpd | structure | miR-122 sensor | DENV2 CPE rescue | ERp5 block | CFTR F508del cor | ERAP1 HTS inh | SIRT5 block | CASP6 VEID inh |
| --- | --- | --- | --- | --- | --- | --- | --- | --- |
| 1 | NC(=O)CCN1CCC(c2nc3ccccc3s2)CC1 | -0.9 | 2.7 | 1.1 | -0.8 | -3.6 | 23.5* | 0.6 |
| 2 | Clc1cccc(N/N=C/c2ccc(N3CCOCC3)s2)c1 | · | · | -3.7 | · | 11.3 | -0.6 | -3.5 |
| 3 | CN(CC(=O)Nc1cccc(F)c1)C(=O)CSc1ccc(Br)cc1 | -1.1 | -6.6 | 0.5 | 1.6 | 6.2 | 13.2 | 0.8 |
| 4 | COCCN1CCN(C(=O)c2ccc3nc(Cc4ccccc4F)oc3c2)CC1 | · | -6.9 | -3.4 | 0.1 | 0.2 | -3.7 | -2.0 |
| 5 | CC(C)NC(=O)N1[C@@H](CO)[C@@H](c2ccccc2)C12CN(C(=O)c1ccccn1)C2 | · | 13.6 | -2.3 | -4.7 | -0.8 | -4.7 | -0.3 |
| 6 | C[C@@H]1CN([C@H](C)CO)C(=O)c2cccc(NC(=O)c3ccc(-c4nccs4)cc3)c2O[C@H]1CN(C)Cc1ccc(Oc2ccccc2)cc1 | 8.9[16.7 µM] | -5.8 | -0.1 | 2.7 | -5.5 | 2.9 | 0.2 |
| 7 | COc1ccc(Nc2ccc(Cl)nn2)cc1 | -4.1 | 8.4 | 1.6 | -1.8 | -6.5 | -1.4 | -2.2 |
| 8 | Fc1cc(F)cc(NC(=S)NCCCN2CCOCC2)c1 | 2.9 | 3.5 | 4.0 | 0.7 | 1.9 | 0.4 | -5.6 |
| 9 | C#CCOCCOCCOCCNc1nc(N2CCOCC2)nc(N2CCN(C(=O)[C@H](CCCCN)n3cc([C@@H](N)CC(C)C)nn3)CC2)n1 | 0.3 | 15.3 | 5.4 | -0.6 | -7.1 | -5.7 | -66.6 |
| 10 | CCOc1cc(C(c2c(C)[nH][nH]c2=O)c2c(C)[nH][nH]c2=O)cc(Cl)c1O | 5.8 | 12.2 | 2.3 | -1.3 | 6.7 | -14.7 | 8.3 |
| 11 | CCCOC1CCCN(Cc2nc(-c3ccc(C(=O)OC)cc3)no2)C1 (stereo not given) | -1.4 | 4.4 | -7.3 | 2.8 | -3.1 | -2.5 | 3.6 |
| 12 | O=C(O)C(Cc1ccc(O)cc1)N1C(=O)c2c(Cl)c(Cl)c(Cl)c(Cl)c2C1=O (stereo not given) | -2.9 | -2.3 | 3.5 | 0.1 | · | -1.4 | 4.4 |
| 13 | C[C@@]12C(=O)N(c3cccc(Cl)c3)C(=O)N1[C@@H]1c3ccccc3OC[C@@H]1[C@H]2c1ccccc1 | -0.6 | -13.1 | 2.7 | -4.6 | 4.7 | · | -2.6 |
| 14 | CN(C)C(=O)C[C@H]1CC[C@H]2[C@@H](COC[C@H](O)CN2C(=O)C2CCCC2)O1 | 3.1[16.7 µM] | -0.4 | -1.3 | 3.2 | -3.9 | -3.6 | 2.2 |
| 15 | Cc1nn(C(=O)CCC(=O)NCCc2ccccc2)c2ccccc12 | 0.2 | -2.4 | 2.0 | 0.2 | -1.6 | -6.6 | 1.9 |
| 16 | CCCNC(=O)C[C@H]1C[C@H]2c3cc(NC(=O)COC)ccc3O[C@H]2[C@@H](CO)O1 | 1.7[16.7 µM] | -2.7 | 3.2 | 1.7 | 1.3 | -2.8 | 2.7 |
| 17 | O=C(C[C@@H]1CC[C@@H](NC(=O)C2CC2)[C@H](CO)O1)NCC1CC1 | · | -2.6 | -4.6 | -1.2 | -0.7 | -0.1 | -2.7 |
| 18 | O=C(CSc1nncn1-c1ccccc1)Nc1cc(F)ccc1F | · | -1.9 | 0.5 | 4.4 | -3.3 | -1.9 | 0.3 |
| 19 | CN(C)/C=C(\C(=O)c1ccccc1)c1nnnn1-c1ccc(F)cc1 | · | 2.2 | 0.9 | 0.8 | -1.7 | -2.8 | 4.5 |
| 20 | O=S(=O)(N[C@@H]1CC[C@H](CCn2cc(-c3cccnc3)nn2)O[C@H]1CO)c1ccc(Cl)cc1 | · | -4.1 | 4.6 | 3.7 | -3.4 | 3.6 | 3.0 |

Entries of single compounds from above. Screens in order: miR-122 sensor, DENV2 CPE rescue, ERp5 block, CFTR F508del cor, ERAP1 HTS inh, SIRT5 block, CASP6 VEID inh
Record of CN(C)/C=C(\C(=O)c1ccccc1)c1nnnn1-c1ccc(F)cc1 = ·, 2.2, 0.9, 0.8, -1.7, -2.8, 4.5
Record of Cc1nn(C(=O)CCC(=O)NCCc2ccccc2)c2ccccc12 = 0.2, -2.4, 2.0, 0.2, -1.6, -6.6, 1.9
Record of O=C(CSc1nncn1-c1ccccc1)Nc1cc(F)ccc1F = ·, -1.9, 0.5, 4.4, -3.3, -1.9, 0.3
Record of CCCNC(=O)C[C@H]1C[C@H]2c3cc(NC(=O)COC)ccc3O[C@H]2[C@@H](CO)O1 = 1.7[16.7 µM], -2.7, 3.2, 1.7, 1.3, -2.8, 2.7
Record of C[C@@]12C(=O)N(c3cccc(Cl)c3)C(=O)N1[C@@H]1c3ccccc3OC[C@@H]1[C@H]2c1ccccc1 = -0.6, -13.1, 2.7, -4.6, 4.7, ·, -2.6

Later entries
| cpd | structure | miR-122 sensor | DENV2 CPE rescue | ERp5 block | CFTR F508del cor | ERAP1 HTS inh | SIRT5 block | CASP6 VEID inh |
| --- | --- | --- | --- | --- | --- | --- | --- | --- |
| 21 | COc1ccccc1S(=O)(=O)Nc1cccc(S(=O)(=O)N2CCCC2)c1 | ? | 8.6 | 4.1 | 0.5 | -1.1 | · | -2.7 |
| 22 | Cc1oc2cc3oc(=O)c(CCC(=O)NCCC(=O)O)c(C)c3cc2c1C | -10.1 | -0.7 | 2.6 | -3.6 | 0.9 | 2.3 | 3.4 |
| 23 | O=C(c1ccc(NC(=O)C(c2ccccc2)c2ccccc2)cc1)c1ccc(C(=O)O)c(C(=O)O)c1 | 1.2 | 2.4 | 1.9 | -0.8 | -0.6 | · | 5.2 |
| 24 | O=S(=O)(c1ccc(C(F)(F)F)cc1)N1CCCc2nc(-c3ccc(F)cc3)ccc21 | · | -0.7 | -1.0 | -2.0 | -0.8 | · | -6.8 |
| 25 | CCc1ccccc1OCCCCN1CCCC1 | -2.0 | · | 5.4 | · | -2.3 | -3.3 | -24.1 |
| 26 | COc1cc2c(cc1CN1CCN(C(=O)c3cc(OC)c(OC)c(OC)c3)CC1)OCO2 | · | -2.2 | 4.4 | -1.5 | -2.2 | -3.4 | -1.0 |
| 27 | CCC(C(=O)NC(C)c1ccccc1)C(=O)NC(C)c1ccccc1 (stereo not given) | -0.7 | -1.4 | 3.0 | 0.0 | -2.0 | -6.5 | 0.2 |
| 28 | O=C(CCC(=O)N1CCSc2ccccc21)NCc1ccc(Cl)cc1 | -0.7 | -3.4 | 3.3 | -4.0 | 4.3 | 0.4 | 0.6 |
| 29 | CC(C)NS(=O)(=O)c1ccc(NC(=O)C(C)OC(=O)CCCOc2ccccc2)cc1 (stereo not given) | · | -3.8 | -2.5 | 1.3 | 1.8 | -5.1 | 1.6 |
| 30 | NC(=O)c1c(NC(=O)c2ccc(S(=O)(=O)N3CCOCC3)cc2)sc2c1CCCCC2 | · | -6.7 | -1.5 | 0.8 | 0.9 | -4.5 | 6.8 |
| 31 | COc1ccc(CCC(=O)NNC(=O)Nc2ccc(C(C)=O)cc2)cc1 | · | -2.0 | 5.1 | -1.2 | -3.0 | 0.4 | 3.0 |
| 32 | CC(C)N1C(=O)CN(C2CCCCCC2)C(=O)C1c1ccccc1F (stereo not given) | · | 0.7 | -4.5 | 1.9 | -0.3 | 1.4 | -0.7 |
| 33 | O=C(CSc1cccs1)Nc1cccc2ccccc12 | -7.1 | 5.9 | 2.6 | -2.4 | 3.4 | 0.1 | -0.4 |
| 34 | Cc1c(CN2CCCC(CO)(Cc3cccc(Cl)c3)C2)cnn1C (stereo not given) | -3.5 | 9.6 | 4.3 | 4.1 | 3.7 | -6.3 | -2.9 |
| 35 | Cc1ccc(-c2cc(-c3ccccc3)nc(NN)n2)cc1 | -2.8 | ? | -7.2 | 1.4 | -0.3 | 2.2 | -1.8 |
| 36 | C[C@@H]1CN([C@@H](C)CO)C(=O)Cc2cc(NC(=O)CCC(F)(F)F)ccc2O[C@@H]1CN(C)C(=O)Nc1ccc(C(F)(F)F)cc1 | 4.2[16.7 µM] | 5.2 | · | -0.6 | · | · | · |
| 37 | Cc1noc(C)c1NC(=O)Nc1ccc2c(c1)CC(=O)N([C@@H](C)CO)C[C@H](C)[C@H](CN(C)Cc1ccc(Oc3ccccc3)cc1)O2 | -6.6[16.7 µM] | 3.8 | · | -1.0 | · | · | · |
| 38 | C[C@@H]1CCCCO[C@@H](CN(C)C(=O)c2ccccc2)[C@H](C)CN([C@@H](C)CO)C(=O)c2cc(NC(=O)Nc3cccc4ccccc34)ccc2O1 | -9.9[16.7 µM] | 3.2 | 1.6 | -1.1 | 0.1 | 5.3 | -1.0 |
| 39 | CC(C)[C@H](NC(=O)N1CCn2c1nc1ccccc12)C(=O)NCc1ccccc1Cl | · | 4.6 | -2.8 | -0.7 | -1.9 | -1.4 | -1.0 |
| 40 | CC(C)CC#Cc1cnc2c(c1)C(=O)N([C@H](C)CO)C[C@H](C)[C@H](CN(C)C(=O)Cc1ccccc1)O2 | -8.3[16.7 µM] | 8.1 | -2.8 | 1.4 | 3.5 | 3.9 | 0.6 |
| 41 | CCCCC#Cc1ccc2c(c1)COc1c3ccccc3nn1-2 | -13.1 | 1.2 | 0.1 | 2.3 | -0.6 | 0.6 | 1.7 |
| 42 | CCOC(=O)/C(C#N)=C/c1cn(CCC(=O)O)nc1-c1ccc(OC)cc1 | · | 0.4 | -0.8 | 2.4 | 5.4 | -2.9 | -3.8 |
| 43 | COc1ccc2c3c([nH]c2c1)[C@H](CO)N(C(=O)c1cccc(F)c1)CC31CN(C(=O)CC2CC2)C1 | · | -3.6 | -7.0 | -1.7 | 0.1 | 0.3 | 1.3 |
| 44 | CC(C)(C)c1cc(NC(=O)Nc2ccccc2)no1 | -4.5 | -14.0 | 3.0 | -4.9 | -3.0 | 0.2 | -0.1 |
| 45 | CCn1ncc(Br)c1C(=O)Nc1cccc(F)c1 | · | -0.6 | 2.4 | -0.4 | -0.8 | 1.1 | 10.9 |
| 46 | CCOC(=O)c1ccc(NC(=O)C2CC3CCC2C3)cc1 (stereo not given) | -2.3 | 11.2 | -1.4 | -2.9 | -1.0 | -3.4 | 2.3 |
| 47 | C[C@@H]1CN([C@@H](C)CO)C(=O)Cc2cc(NC(=O)CCN3CCOCC3)ccc2O[C@H]1CN(C)S(=O)(=O)c1ccc(Cl)cc1 | 4.2[16.7 µM] | -6.4 | -2.8 | 0.2 | -2.0 | -5.8 | 1.6 |
| 48 | CCCN(C)C[C@@H]1Oc2cc(C#CCN(C)C)ccc2S(=O)(=O)N([C@H](C)CO)C[C@@H]1C | 0.8[16.7 µM] | 3.8 | 4.4 | -4.0 | 2.6 | -5.9 | -2.9 |
| 49 | CCOC(=O)C1(C)CCN1C(=O)c1ccc(C(=O)OC)cc1 (stereo not given) | -7.4 | -6.9 | 3.9 | -2.5 | 2.4 | -4.3 | 1.5 |
| 50 | O=C(OCC(=O)N1CCCC1=O)c1ncc(Cl)c(Cl)c1Cl | · | -1.4 | -3.5 | 1.9 | 0.0 | -4.8 | 0.0 |
| 51 | NNC(=O)c1ccc(Cn2cc(Br)c(N)n2)cc1 | · | 12.3 | -0.3 | · | -1.3 | -1.7 | 2.9 |
| 52 | C#Cc1cccc(C(=O)N2CCCC(Nc3cccc(F)c3)C2)c1 (stereo not given) | 2.6 | 1.5 | 0.7 | 0.0 | -4.1 | -1.5 | -3.4 |
| 53 | CCOC(=O)N1CCC(Nc2ccc3nnc(-c4ccccc4)n3n2)CC1 | -4.3 | -2.3 | -1.6 | -1.7 | · | · | -3.4 |
| 54 | C[C@H]1CN([C@@H](C)CO)S(=O)(=O)c2ccc(C#CCN(C)C)cc2O[C@H]1CN(C)Cc1ccccn1 | -2.2[16.7 µM] | 4.3 | 5.0 | -3.0 | -5.9 | 0.5 | -3.4 |

Random draw from the library; 4% or so of the library scored in one or more.
